# SARS 3CLpro inh – SARS-CoV 3CLpro protease inhibition | P0C6X7 | recombinant SARS-CoV 3CLpro, quenched FRET peptide cleavage | inhibition, % at 6 µM | actives 0.14% (n = 290,000) | AID 1706; in the data active means inhibition above about 12%
# MazEF act – MazEF (E. coli) toxin RNase activation; P0AE70; FAM/BHQ RNA-DNA oligo cleavage fluorescence, 5 h; activation, % at 20 µM; actives 0.32% (n = 350,000); in the data active means activation above about 50%
# Target sequence (P0AE70 whole entry, looked up): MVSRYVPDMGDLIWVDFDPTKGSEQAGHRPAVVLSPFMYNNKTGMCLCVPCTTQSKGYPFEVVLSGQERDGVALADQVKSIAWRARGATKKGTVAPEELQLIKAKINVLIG
# Rv3671c inh – Rv3671c (M. tuberculosis) protease inhibition; P9WHR9; inhibition, % at 5.96 µM; actives 0.048% (n = 320,000); AID 2606; in the data active means inhibition above about 38%;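 further: extracellular domain of Rv3671c used as enzyme; 0% = enzyme with DMSO and 100% = no enzyme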
# Anthrax LF inh2 – inhibitors of Bacillus anthracis lethal factor protease; multiplex microsphere protease cleavage assay, LF; AID 588501; actives 0.12% (n = 360,000); inhibition, % at 10 µM; further: plate controls were buffer without enzyme for full effect and enzyme alone for no effect
# Target sequence (P15917 whole entry, looked up): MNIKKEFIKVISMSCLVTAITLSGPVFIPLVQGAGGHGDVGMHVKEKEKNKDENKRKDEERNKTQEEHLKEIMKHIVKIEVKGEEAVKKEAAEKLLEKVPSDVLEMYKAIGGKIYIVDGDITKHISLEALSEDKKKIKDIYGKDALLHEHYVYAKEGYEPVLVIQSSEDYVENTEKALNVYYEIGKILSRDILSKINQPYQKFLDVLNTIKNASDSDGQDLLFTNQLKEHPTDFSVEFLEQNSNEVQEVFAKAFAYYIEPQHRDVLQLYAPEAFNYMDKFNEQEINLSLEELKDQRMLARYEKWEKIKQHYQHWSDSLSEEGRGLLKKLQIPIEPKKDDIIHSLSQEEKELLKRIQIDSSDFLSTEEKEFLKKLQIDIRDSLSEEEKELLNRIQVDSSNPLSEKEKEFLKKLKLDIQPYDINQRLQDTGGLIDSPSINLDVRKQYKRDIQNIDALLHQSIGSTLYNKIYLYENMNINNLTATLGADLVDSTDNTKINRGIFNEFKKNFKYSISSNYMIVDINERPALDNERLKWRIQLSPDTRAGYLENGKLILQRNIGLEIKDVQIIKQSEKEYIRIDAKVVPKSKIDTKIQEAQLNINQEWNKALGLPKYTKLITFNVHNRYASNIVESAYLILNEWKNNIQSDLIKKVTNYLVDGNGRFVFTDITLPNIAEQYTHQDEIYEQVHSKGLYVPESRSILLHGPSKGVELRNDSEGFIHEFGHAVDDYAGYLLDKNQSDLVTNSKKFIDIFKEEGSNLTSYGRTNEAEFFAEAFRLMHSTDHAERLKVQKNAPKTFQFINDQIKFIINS
# BoNT F protease – blocks Botulinum neurotoxin F light chain protease; actives 0.22% (n = 360,000); Multiplex microsphere protease cleavage assay, flow cytometry; inhibition, % at 10 µM; AID 588497; in the data active means inhibition above about 35%, passing the limit was not always enough; inconclusive means no clear call, values can overlap the other calls; further: plate controls were buffer without enzyme for full effect and enzyme alone for no effect
# VHR inh abs – blocks human VHR1 dual specificity phosphatase; recombinant VHR phosphatase, pNPP absorbance; inhibition, % at 13.3 µM; actives 0.52% (n = 290,000); AID 1654; in the data active means inhibition above about 50%; further: some compounds called inactive have numbers as strong as hits
# Target sequence (P51452 whole entry, looked up): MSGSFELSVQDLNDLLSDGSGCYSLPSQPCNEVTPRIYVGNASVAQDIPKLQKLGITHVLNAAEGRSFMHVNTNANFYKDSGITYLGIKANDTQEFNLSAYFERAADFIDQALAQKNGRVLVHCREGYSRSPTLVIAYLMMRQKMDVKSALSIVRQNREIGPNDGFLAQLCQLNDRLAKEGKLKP
# PrPC surface inh – reduces human prion protein on the cell surface; inhibition, % at 13.8 µM; cell surface PrPC, TR-FRET read-out; AID 720596; actives 0.43% (n = 370,000); P04156; in the data active means inhibition above about 24%; further: 0% = median of the test wells and 100% = reference compound wells
# PriA SSB inh – blocks PriA binding to SSB C-terminal tail; AlphaScreen SSBct-PriA binding, biotinylated peptide; inhibition, % at 33 µM; actives 0.6% (n = 430,000); AID 1272365; in the data active means inhibition mostly above about 37%, no sharp cut-off; inactive means mostly below about 20%;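 further: plate controls were negative control peptide for no effect and reference peptide for full effect; strong numbers were not always called active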
# CCHF vOTU inh – CCHFV vOTU protease inhibition; Pep-AMC fluorescence; actives 0.55% (n = 370,000); inhibition, % at 11.5 µM; in the data active means inhibition above about 30%; further: 0% = vehicle wells with enzyme and 100% = no enzyme wells
# BoNT-A LC inh2 – inhibitors of Botulinum neurotoxin A light chain protease | multiplex microsphere protease substrate cleavage, flow cytometry | inhibition, % at 10 µM | actives 0.17% (n = 360,000) | AID 588499; further: plate controls were buffer without enzyme for full effect and enzyme alone for no effect
# The depositor's hits bear a star; ? = inconclusive; · = no result given; & = joins results of further samples. Unless noted, no stated cut-off is given here; in the data, active means inhibition above about 30%; inconclusive means no clear call, values can overlap the other calls; inactive means below that.
# Start of the data: the first two records, to show the layout:
SMILES,SARS 3CLpro inh,MazEF act,Rv3671c inh,Anthrax LF inh2,BoNT F protease,VHR inh abs,PrPC surface inh,PriA SSB inh,CCHF vOTU inh,BoNT-A LC inh2
CCCC(=O)N=C1SC2CS(=O)(=O)CC2N1c1ccc(C(C)=O)cc1 (centres undefined),-1,0,3,2,-9,32,0,-19,2,0.2
CCN(CC)CCNC(=O)Cn1c(-c2ccccn2)nc2ccccc21,1,6,6,-2,-20,8,-9,17,-12,0.8

# The whole of this part, repeating the preview:
SMILES,SARS 3CLpro inh,MazEF act,Rv3671c inh,Anthrax LF inh2,BoNT F protease,VHR inh abs,PrPC surface inh,PriA SSB inh,CCHF vOTU inh,BoNT-A LC inh2
CCCC(=O)N=C1SC2CS(=O)(=O)CC2N1c1ccc(C(C)=O)cc1 (centres undefined),-1,0,3,2,-9,32,0,-19,2,0.2
CCN(CC)CCNC(=O)Cn1c(-c2ccccn2)nc2ccccc21,1,6,6,-2,-20,8,-9,17,-12,0.8
CCOc1ccc(N2CC(C(=O)N3CCc4ccccc43)CC2=O)cc1 (centres undefined),-3,12,-5,-8,-18,31,-6,-19,5,-6.3
O=C1COc2cc(ccc2[N+](=O)[O-])Oc2ccc(cc2Cl)C(=O)CCCCO1,·,4,-2,0,3,·,-3,1,-3,0.0
COc1ccc(C)cc1NC(=O)COC(=O)Cc1ccc(-c2ccccc2)cc1,0,-4,-27,-1,1,22,-3,-2,5,0.8
COc1cc2c(cc1OC)CN(CC(=O)NC(=O)NCc1ccco1)CC2,-18,4,-1,-1,0,18,-10,4,5,-0.1
CC(C)(C#CC(=O)O)OOC(c1ccccc1)(c1ccccc1)c1ccccc1,3,-8,-3,6,-10,48,4,-5,17,-2.5
CCCCOc1ccc(C2C3CN(C(=O)OCC)CC=C3C(C#N)=C(N)C2(C#N)C#N)cc1OC (centres undefined),-5,-8,0,1,-1,-1,-1,9,-14,-0.8
COC(=O)C1=C(c2cc3ccccc3s2)C[C@@H]2CC[C@H]1N2C(=O)N1CCC(O)CC1,·,6,0,-2,0,·,5,-3,3,0.1
COc1cc(NC(=O)CN(C)S(=O)(=O)c2cccs2)cc(OC)c1,-4,3,5,5,19,-8,8,-5,8,3.0
COc1c(C)cc(S(=O)(=O)N2CCOCC2)c(C)c1C,4,-12,8,-2,-2,14,2,1,-10,-0.1
CCc1ccc(C(=O)C(C)OC(=O)Cc2n[nH]c(=O)c3ccccc23)cc1 (centres undefined),2,5,0,0,-1,14,4,8,28,-2.6
COc1ccc(-c2cc(C(F)(F)F)nc(N3CCN(C)CC3)n2)cc1,-3,-9,-1,-3,3,20,-8,-12,-4,-0.7
COc1ccccc1OCCC(=O)NCc1ccc2c(c1)OCO2,2,1,-2,1,-3,-1,5,-6,-9,-1.9
CC(C)(C)n1c(=O)[nH]c2c(c1=O)CCC2,4,3,0,4,-8,33,-1,9,-8,0.7
O=C(NCc1cccnc1)c1cccc(S(=O)(=O)N2CCOCC2)c1,-1,-16,-4,12,1,-2,-3,-6,-4,2.8
CCCCOc1cccc(-c2cc(C(=O)NNC(=S)NCC)c3ccccc3n2)c1,4,3,11,1,-2,27,-1,7,2,-0.7
CC1CCCCN1CC(=O)c1c[nH]c2ccccc12 (centres undefined),-2,-9,-6,2,-16,·,-12,-2,3,-0.3
Cc1cc(C(=O)CN2CC(C)OC(C)C2)c(C)n1-c1ccccc1 (centres undefined),1,3,-3,-3,0,2,6,-3,8,-0.7
O=C(NC(=S)Nc1ccc([N+](=O)[O-])cc1)c1ccco1,·,3,·,-2,5,·,7,·,24,0.3
Cc1cccc(C(=O)NC(=O)Nc2c(C)cc(C)nc2C)c1,3,5,5,9,2,-22,3,-3,6,0.5
Cc1cc(Cl)c(S(=O)(=O)N2CCCCCC2)cc1OCC(=O)NC1CCCCC1,5,-3,-16,?,-4,41,6,-4,6,?
O=C(c1c(F)cccc1F)N(C1CCCCC1)C1CCCCC1,0,8,-3,20,10,16,5,-10,3,-2.1
O=c1[nH][nH]c(-c2ccccc2)c1C=Nc1ccc(OC(F)(F)F)cc1,3,34,10,-2,2,9,0,5,4,-0.2
Cc1c(NC(=O)COc2cccc3c2OC(C)(C)C3)c(=O)n(-c2ccccc2)n1C,3,4,0,-2,-1,-8,-3,-3,-3,-0.1
CCN1CCN(C(=O)Cc2c(C)n(C(=O)c3ccc(Cl)cc3)c3ccc(OC)cc23)CC1,-2,-4,5,7,-4,26,-3,12,3,1.0
Cc1cccc(C)c1NC(=O)C1(C)CCC(=O)N1CCc1c[nH]c2ccccc12 (centres undefined),·,·,·,-3,2,·,-3,·,-3,-0.9
Cc1cc(Cl)ccc1C(=O)C1CCCN(C(=O)c2cnsn2)C1 (centres undefined),1,-1,3,-2,-5,-1,7,-8,-5,0.3
O=C(c1n[nH]c2ccccc12)N1CCCCC1,-1,-4,8,4,0,9,6,-6,-6,0.1
COc1ccccc1CN(C)CC(=O)NC(=O)NC1CCCCC1,·,1,-2,·,·,·,0,-4,-2,·
Cc1ccccc1-n1ccnc1SCC(=O)NCc1ccco1,6,5,8,-2,-6,-2,3,5,12,-0.6
COc1cccc(C(=O)NCCS(=O)(=O)N2CCCC2)c1,·,0,0,·,·,·,2,-4,-4,·
O=C(CCc1ccncc1)N1CCCC(Nc2ccc(F)c(F)c2)C1 (centres undefined),-4,8,0,-2,4,45,-2,0,3,2.0
CC(C)OC(=O)CC(=O)CSc1nc2c(cc1C#N)CCCCC2,0,-3,1,3,3,14,1,-44,-10,0.1
c1ccc(OCc2nc(-c3ccccc3)no2)cc1,3,-2,-9,4,6,-11,4,-56,9,1.7
O=C(Nc1nccs1)c1sc2ccccc2c1Cl,-4,-17,-39,-9,-10,7,-7,-18,-10,0.9
O=c1c2ccccc2n2c(=S)[nH]nc2n1-c1ccccc1,4,2,-1,0,-10,30,-2,0,1,-5.8
CCOCCCNCc1cccc(OCc2ccc(F)cc2)c1,2,12,7,-1,-10,-1,-3,-17,-2,-0.2
CC(C)CCNC(=O)C(=O)NC1CCCC1,-4,1,-2,-1,0,34,5,-5,0,0.5
Cc1nnc(SCC(=O)N(C)c2ccccc2)n1Cc1ccccc1,2,1,6,-11,4,31,9,3,-16,-0.6
Cn1c(Cn2nnc3ccccc32)nnc1SCC(=O)Nc1ccc2c(c1)OCO2,-3,4,-6,1,10,18,4,-10,-2,1.9
O=C(CSc1nc2ccccc2n1Cc1ccc(Cl)cc1)N/N=C/c1ccc(C(=O)O)cc1,3,-20,0,-2,0,37,8,·,0,-1.5
O=C(O)CCS(=O)(=O)Cc1cccc(Cl)c1,-2,-7,3,-1,-2,-8,-3,-7,-22,-1.3
CC(=O)Nc1ccc(NC(=O)C(C)OC(=O)c2cccs2)cc1 (centres undefined),·,3,-4,0,-4,·,1,3,3,-1.1
Cc1noc(C)c1CSCC(=O)Nc1cc(C(F)(F)F)ccc1N1CCCCC1,·,-1,-9,5,-6,·,0,-19,0,-2.2
N#C/C(=C(/O)CCl)c1nc2c(s1)CCc1ccccc1-2,2,-18,2,-2,3,-5,-6,4,4,4.4
Cc1c(NC(=O)c2cccs2)c(=O)n(-c2ccccc2)n1C,-2,-4,3,3,11,18,1,6&-2,9,-1.0
Cc1ccc(F)cc1C(=O)N1CCCC(C)(C(=O)NS(=O)(=O)C2CC2)C1 (centres undefined),·,·,·,-1,-2,·,3,·,-12,-0.7
Cc1occc1C(=O)NCCCCNC(=O)c1ccoc1C,0,3,1,2,6,27,0,0,-6,0.2
CCO[C@@H]1OC(C(=O)NC2CC2)=C[C@H](c2coc3ccccc3c2=O)[C@H]1CCCO,·,-2,5,1,-5,·,3,-10,10,-0.8

# Part of the list above with just Rv3671c inh, BoNT-A LC inh2 and BoNT F protease.
molecule | Rv3671c inh | BoNT-A LC inh2 | BoNT F protease
O=C(O)CCS(=O)(=O)Cc1cccc(Cl)c1 | 3 | -1.3 | -2
CC(=O)Nc1ccc(NC(=O)C(C)OC(=O)c2cccs2)cc1 (centres undefined) | -4 | -1.1 | -4
Cc1noc(C)c1CSCC(=O)Nc1cc(C(F)(F)F)ccc1N1CCCCC1 | -9 | -2.2 | -6
N#C/C(=C(/O)CCl)c1nc2c(s1)CCc1ccccc1-2 | 2 | 4.4 | 3
Cc1c(NC(=O)c2cccs2)c(=O)n(-c2ccccc2)n1C | 3 | -1.0 | 11
Cc1ccc(F)cc1C(=O)N1CCCC(C)(C(=O)NS(=O)(=O)C2CC2)C1 (centres undefined) | · | -0.7 | -2

# (further entries)
SMILES,SARS 3CLpro inh,MazEF act,Rv3671c inh,Anthrax LF inh2,BoNT F protease,VHR inh abs,PrPC surface inh,PriA SSB inh,CCHF vOTU inh,BoNT-A LC inh2
Cc1ccc(C)c(NC2CCCCC2NS(=O)(=O)c2ccccc2)c1 (centres undefined),9,-10,-1,0,13,-4,7,0,7,0.8
COc1ccc(C2/C=C\CC(OCc3ccccc3)CC(=O)N2Cc2cccc(F)c2)cc1 (centres undefined),·,0,·,-5,-2,·,2,-1,8,-0.2
CCCN(c1ccc(OCC)cc1)S(=O)(=O)c1ccc2c(c1)NC(=O)CO2,2,4,7,-1,1,6,55*,-4,-6,0.8
C/C(=N\N=C1\NC(=O)C(CC(=O)O)S1)c1ccccn1 (centres undefined),5,-2,-5,14,?,36,-13,·,7,-5.1
CCCC(=O)c1c(NCCO)cc(C)oc1=O,3,4,-1,1,4,-10,4,-11,13,-0.4
Cc1ncc([N+](=O)[O-])n1CC(=O)NC1CCCC1,-2,-1,-6,-11,-9,-16,-1,6,-7,0.1
O=C(/C=C/c1cccc(OCc2ccccc2)c1)c1cccnc1,3,1,-18,1,-4,17,2,-2,-7,0.2
C[C@H](CO)N1C[C@H](C)[C@@H](CN(C)S(=O)(=O)c2ccc(F)cc2)Oc2ccc(NS(=O)(=O)c3cccs3)cc2C1=O,·,7,-2,5,0,·,8,-3,5,-0.5
CC(C)CCOc1ccc(/C=N/N2C(=O)CSC2=S)cc1,2,0,-9,-3,-1,30,3,·,16,0.6
O=S(=O)(c1cccc(-c2nnc(SC(F)F)n2-c2ccccc2)c1)N1CCCCC1,6,-3,-3,-1,1,24,8,-21,14,0.9
Cc1ccc(S(=O)(=O)N2CCN(C(=O)c3ccc4ccccc4n3)CC2)c(C)c1,·,-8,-1,4,0,·,-2,-4,2,0.0
COC(=O)[C@]12CCCCC=C1N(CCC1=CCCCC1)C(=O)[C@H](CC(=O)N1CCN(C(=O)c3ccco3)CC1)C2,·,·,·,-12,3,·,2,·,2,-0.1
Cc1nc(CC(=O)c2c(C)cc(O)cc2O)cs1,1,-5,1,-4,-11,-3,13,-11,-3,0.2
COCCN(C(=O)COC(=O)c1cccnc1SC)c1c(N)n(Cc2ccccc2)c(=O)[nH]c1=O,·,-3,1,-2,?,·,5,-6,-4,0.1
CN(Cc1c(F)cccc1Cl)C(=O)CCc1c[nH]c2ccccc12,-3,-11,-1,-10,-11,18,1,16,7,-2.4
CCCOc1ccc(C2C(=O)N(C3CCCCC3)CC(=O)N2CCCOCC)cc1OC (centres undefined),-2,2,9,-4,-1,1,5,3,-5,1.4
CC1N=C2c3ccccc3N=C(SCc3cc(=O)n4cc(Cl)ccc4n3)N2C1=O (centres undefined),-4,2,1,1,-11,4,-17,12,-24,-1.5
Cc1ccc(C(C)C)c(OCCn2ccnc2C)c1,-9,-2,12,18,-16,18,-3,-8,5,-1.2
CC1CCN(c2ccccc2NC(=O)c2cc3ccccc3o2)CC1,-6,0,-11,-1,-3,6,5,-6,-3,-3.6
COc1ccc(NC(=O)C2Cc3c(-c4cccc(C(C)=O)c4)ccnc3O2)cc1 (centres undefined),·,·,·,-3,-1,·,2,·,-3,0.1
CCN(CC)CCN(Cc1cc2cc(C)cc(C)c2[nH]c1=O)C(=S)NCc1ccco1,4,-2,4,1,-17,1,-8,11,-9,5.4
Cc1ccccc1N1C(=O)NC(=O)/C(=C/c2ccc(N3CCOCC3)o2)C1=O,2,-458,-23,7,-16,25,-13,-4,7,1.4
O=C(NCc1ccc(Cl)cc1)[C@@H]1CCCN1S(=O)(=O)c1ccc(Cl)cc1,·,5,3,-6,0,·,-6,-18,8,0.3

# The list is partial. The share of hits here may be higher or lower than overall.
